Bioassay records: PubChem, several laboratories
SR-BI DiI inh – inhibitors of mouse SR-BI mediated HDL lipid uptake; ldlA[mSR-BI] CHO cells, DiI-HDL uptake fluorescence, 3 h; hit rate 0.96% among 320,000; AID 488896; Q61009; inhibition, % at 12.5 µM;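 active = mean replicate inhibition of at least 70% and a set share of replicates each scoring 70 or more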;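 note: 0% = median of neutral control wells and 100% = median of positive control wells; values of inactives mirror those of a sister screen read the other way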
MITF act – increases MITF-driven TRPM1 promoter luciferase signal. SK-MEL-5 TRPM1-promoter luciferase, 24 h; % of positive control, neutral wells = 0. activation, % at 12.5 µM. hit rate 0.75% among 300,000;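 active = mean activation of at least 80% with every replicate also reaching 80%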;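 note: 0% = neutral control wells and 100% = parthenolide positive control wells; values of inactives mirror those of a sister screen read the other way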
HTR5A ag ctr – activates human HTR5A in OPRM1-OPRD1 agonist counter-screen. activation, % at 9.3 µM. HTR5A agonist assay, luminescence, cell-based. AID 504692. P47898. hit rate 0.61% among 340,000; in the data active = activation mostly above about 9.5%, no sharp cut-off; inactive = mostly below about 7.6%;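 note: 0% = cells with vehicle only and 100% = reference agonist; strong numbers were not always called active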
PvdQ inh – P. aeruginosa PvdQ acylase inhibition; purified PvdQ acylase, fluorescence plate reader; inhibition, % at 10 µM; hit rate 0.063% among 340,000; in the data active = inhibition above about 30%, passing the limit was not always enough;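 note: 0% = vehicle neutral wells and 100% = reference inhibitor wells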
V-ATPase pH – yeast V-ATPase proton transport regulation by pHLuorin; S. cerevisiae, pHLuorin cytosolic pH fluorescence; response, % at 10 µM; hit rate 0.37% among 350,000; in the data active = response mostly above about 7.3%, no sharp cut-off; inactive = mostly below about 5.4%; note: actives read high; inactives centre near 0; some compounds called inactive have numbers as strong as hits; reference of the scale not given here
Wnt bcat act – activators of Wnt/beta-catenin signaling; hit rate 1.2% among 300,000; Wnt/beta-catenin reporter cell assay, activator, plate reader; activation, % at 9.35 µM; in the data active = activation above about 30%, passing the limit was not always enough;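 note: 0% = neutral control wells and 100% = positive control wells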
HTR5A inv ag – inverse agonist of human HTR5A in OPRM1-OPRD1 counter-screen; P47898; HTR5A cell line, luminescence, inverse agonism; inhibition, % at 9.3 µM; hit rate 0.083% among 340,000; AID 504634; in the data active = inhibition mostly above about 23%, no sharp cut-off; inactive = mostly below about 18%;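 note: 0% = cells with DMSO and 100% = no-cell wells with DMSO; some compounds called inactive have numbers as strong as hits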
CDK5 p35 inh – CDK5/p35 (human) kinase inhibition. Q00535+Q15078. hit rate 0.01% among 330,000. inhibition, % at 10 µM. Recombinant CDK5/p35, ADP-Glo luminescence, 60 min. AID 488839;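 active = highest replicate inhibition of at least 50% and at least 75% of replicates reaching 50%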;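 note: plate controls were DMSO neutral control for no effect and GW8510 at 10 µM for full effect; many of its hits are not listed in these tables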
Target sequence (Q00535 whole entry, looked up): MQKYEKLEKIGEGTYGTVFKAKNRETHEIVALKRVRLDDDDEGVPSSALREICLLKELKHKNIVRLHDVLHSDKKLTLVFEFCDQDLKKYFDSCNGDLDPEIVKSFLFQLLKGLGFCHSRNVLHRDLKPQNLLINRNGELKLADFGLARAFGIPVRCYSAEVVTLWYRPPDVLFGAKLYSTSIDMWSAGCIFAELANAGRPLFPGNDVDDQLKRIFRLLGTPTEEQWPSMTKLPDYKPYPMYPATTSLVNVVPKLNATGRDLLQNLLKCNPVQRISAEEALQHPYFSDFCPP
Target sequence (Q15078 whole entry, looked up): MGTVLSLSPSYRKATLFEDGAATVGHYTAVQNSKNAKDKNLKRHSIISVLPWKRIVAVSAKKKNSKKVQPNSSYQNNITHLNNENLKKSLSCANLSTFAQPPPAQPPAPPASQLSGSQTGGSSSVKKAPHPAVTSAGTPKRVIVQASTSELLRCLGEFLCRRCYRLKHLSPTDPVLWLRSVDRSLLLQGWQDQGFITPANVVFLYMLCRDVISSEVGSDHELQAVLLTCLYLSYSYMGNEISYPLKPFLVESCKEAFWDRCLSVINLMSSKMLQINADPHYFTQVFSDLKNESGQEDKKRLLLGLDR
NSD2 HMT inh – inhibitors of human histone methyltransferase NSD2 | O96028 | NSD2 peptide methylation, AlphaScreen, 120 min | inhibition, % at 12.5 µM | hit rate 0.54% among 310,000; in the data active = inhibition above about 50%
dFosB activator – activators of mouse delta FosB homodimer. P13346. activation, % at 25 µM. purified delta FosB, TAMRA-CDK5 oligo fluorescence polarization; percent of positive-control signal above neutral wells. hit rate 0.99% among 340,000;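 active = mean activation above about 17%, with every replicate also reaching it, limit read from the data, passing the limit was not always enough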;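 note: fluorescence polarization rise as delta FosB binds a TAMRA Cdk5 AP-1 oligo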
Target sequence (P13346 whole entry, looked up): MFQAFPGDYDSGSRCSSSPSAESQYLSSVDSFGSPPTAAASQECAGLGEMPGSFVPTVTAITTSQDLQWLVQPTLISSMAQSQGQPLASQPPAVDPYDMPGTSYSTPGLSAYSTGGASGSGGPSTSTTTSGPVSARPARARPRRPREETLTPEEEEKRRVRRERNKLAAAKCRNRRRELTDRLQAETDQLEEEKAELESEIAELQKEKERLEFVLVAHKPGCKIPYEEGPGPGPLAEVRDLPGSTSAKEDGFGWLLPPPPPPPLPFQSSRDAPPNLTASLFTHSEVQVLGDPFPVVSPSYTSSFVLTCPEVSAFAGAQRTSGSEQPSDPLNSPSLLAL
The depositor's hits bear a star; nt = no result given.

canonical_smiles,PvdQ inh,NSD2 HMT inh,Wnt bcat act,HTR5A inv ag,MITF act,V-ATPase pH,SR-BI DiI inh,HTR5A ag ctr,dFosB activator,CDK5 p35 inh
C[C@@H](NC(=O)c1nc[nH]c1C(=O)N[C@@H](CCCCNC(=O)OC(C)(C)C)C(=O)OC(C)(C)C)c1ccccc1,-11.6,nt,-7.1,-33.1,-10.2,-1.2,-2.0,0.0,-17.9,0.0
O=C(c1cc2cc(Cl)ccc2[nH]1)N1CCN(c2ccccn2)CC1,-4.7,-4.8,0.2,-13.5,nt,0.2,-12.7,3.6,-2.2,-1.0
Cc1ccc(/C=N/N2CCN(Cc3ccccc3)CC2)s1,-8.3,7.8,nt,-18.0,nt,0.1,-9.4,5.6,-2.9,6.2
CCCCN(C(=O)c1c(CC)noc1C)c1c(N)n(CCCC)c(=O)[nH]c1=O,5.6,-0.4,0.6,-23.6,-3.0,1.6,-32.3,1.5,-0.9,-0.4
CC(NC(=O)C1CCCC1)c1ccc(Br)cc1 (stereo not drawn),8.5,-1.6,-1.4,-24.7,-3.5,8.4,-7.1,2.0,-2.9,0.6
CC(C)C[C@H](NC(=O)N1CC(=O)Nc2ccccc21)C(=O)N1CCC[C@H]1C(=O)O,-12.3,nt,-0.3,-22.6,3.9,-2.8,-8.1,4.7,5.1,-1.2
Cc1cc(C(=O)NCc2ccc(C(=O)O)o2)c(C)o1,-17.2,25.0,-1.6,-3.6,-2.6,-1.6,-30.7,2.5,3.4,0.7
CSc1ccc(C(=O)C2CCCN(C(=O)c3cccnc3SC)C2)cc1 (stereo not drawn),2.3,-2.8,-1.5,-14.7,-6.4,0.1,nt,0.9,-6.2,-1.6
CC(C)C(=O)Nc1nnc(SCC(=O)NCC2CCCO2)s1 (stereo not drawn),1.5,0.5,-1.0,-3.2,-5.0,9.5,-10.1,-1.3,3.8,0.4
COc1ccc(S(=O)(=O)N2CCC(C(=O)Nc3ccc(OC)c(OC)c3)CC2)cc1C,-1.6,-0.1,nt,0.2,-9.6,-3.3,10.2,-3.8,-2.4,1.5
COc1ccc(N2CCN(C(=O)C3CCCN(S(=O)(=O)c4c(C)noc4C)C3)CC2)cc1 (stereo not drawn),-5.4,0.6,2.9,-24.3,7.1,2.3,5.4,2.2,-12.2,-0.2
C[C@H](CO)N1C[C@H](C)[C@@H](CN(C)C(=O)Nc2ccc3c(c2)OCO3)Oc2ccc(NC(=O)CCC(F)(F)F)cc2C1=O,-1.6,nt,0.9,4.4,-0.2,0.3,7.1,5.7,-1.7,0.7
O=[N+]([O-])c1ccc2nc(-c3ccccc3)oc2c1,11.3,-1.3,10.3,-14.3,76.9,-3.3,3.6,8.0,-17.3,0.9
CC(=O)NCCC(=O)Nc1nc(-c2ccc3ccccc3c2)cs1,-4.1,-4.8,3.7,-29.9,9.3,-0.1,nt,10.6,0.1,-0.9
Cc1ccc(/C=C/C(=O)OC(C)C(=O)Nc2ncc(Cl)cc2Cl)o1 (stereo not drawn),-15.0,2.7,nt,-4.8,0.8,-2.0,-26.0,1.8,-3.8,-1.9
Cc1c(N(C)C(=O)COc2ccc3ccccc3c2)c(=O)n(-c2ccccc2)n1C,-1.0,3.1,1.2,5.2,-13.5,-0.7,23.3,-1.9,-7.3,-0.3
CCOC(=O)c1c(C)n(CC(O)c2ccccc2)c2ccc(O)cc12 (stereo not drawn),-9.0,2.8,nt,20.2,-3.2,-1.6,nt,-3.4,-2.7,1.9
CCOC(=O)c1ccccc1NC(=O)CSc1ccc(-c2ccccn2)nn1,-11.0,2.8,-1.3,7.4,-28.1,1.6,-10.6,-3.1,-18.5,-5.0
CC1CC(C)CN(C(=O)c2ccc(S(=O)(=O)N3CCCC3)cc2)C1 (stereo not drawn),4.2,-0.3,-0.4,20.9,4.5,-4.0,22.9,-2.0,-8.5,0.1
c1ccc(C(c2ccccc2)c2nc(-c3cccnc3)no2)cc1,-4.3,9.1,nt,-3.8,18.2,1.3,-11.6,5.7,-1.6,-1.0
CCOC(=O)N1CCN(C(=O)COC(=O)Cc2ccc(Cl)cc2)CC1,-6.2,-2.3,-1.7,-7.6,7.7,-0.1,nt,2.7,2.5,-1.6
CCOc1ccc(CCNC(=O)c2ccc(CS(=O)Cc3ccc(Cl)cc3)o2)cc1 (stereo not drawn),-4.3,-2.4,-0.3,-20.6,1.9,2.1,31.7,0.6,-13.5,-5.3
Cc1cccc(N2CCN(Cc3ccc(Br)o3)CC2)c1C,-4.8,-7.3,-0.8,-14.9,nt,-3.7,-19.3,4.0,-5.8,-1.8
Cc1ccc(NC(=S)NCCSc2ccc(Cl)cc2)c(C)c1,-5.0,0.9,-0.2,-4.7,2.5,0.4,18.6,5.1,-6.3,-0.4
COc1c(Cl)ccc(Cl)c1C(=O)NCc1ccco1,-16.7,-1.8,-0.4,-2.1,1.8,-5.5,-29.1,0.8,1.6,-7.5
COc1ccc(CSc2nnc(-c3ccncc3)n2N)cc1,-2.6,-1.3,-4.3,-5.3,-6.9,1.2,-18.1,1.4,3.8,0.4
CCc1c(C)c(C#N)c2nc3ccccc3n2c1NCc1ccccn1,4.2,-0.4,-0.9,-14.3,-3.6,-4.8,10.0,-2.1,-5.3,-1.3
COc1ccc(OC)c(NC(=O)COC(=O)COc2c(Cl)cc(Cl)c3ccc(C)nc23)c1,-8.6,nt,1.4,0.1,4.3,-2.1,nt,-0.9,-1.6,0.6
CC(/C=N/NC(=O)CCn1nnc2ccccc21)=C\c1ccccc1,-0.8,2.3,-3.2,7.1,19.8,0.4,-5.4,-2.8,-0.1,1.7
O=C(c1ccc(Cl)cc1)c1cccc(O)c1,-10.2,2.5,1.0,5.2,3.8,-4.8,9.6,-1.4,-5.3,-1.7
Cc1ccc(S(=O)(=O)NCC(=O)N2CCOCCOCCOCC2)cc1,-6.2,-0.8,-2.8,5.5,3.5,3.2,nt,-1.8,-13.5,-1.3
Cn1cc(C(CO)Cc2ccccc2)c2ccccc21 (stereo not drawn),-5.6,nt,1.0,3.5,-1.9,-0.9,13.8,-1.4,-0.3,1.4
c1ccc(CNc2c3c(nc4ncnn24)CCCC3)nc1,-6.9,0.5,nt,-15.4,-5.7,1.3,-31.4,-4.0,-0.9,2.0
Cc1ccc(NC(=O)C2(S(=O)(=O)c3ccc(Cl)cc3)CC2)cc1,-27.4,-9.0,1.5,12.8,-4.9,-4.4,1.9,3.6,-5.8,1.0
O=C(OC1CCCCC1=O)c1cccc(S(=O)(=O)N2CCCCC2)c1 (stereo not drawn),1.3,-2.6,-1.9,4.1,3.3,0.2,12.6,-1.6,-0.5,2.6
CCc1ccccc1NC1=NCC(=O)N1C1CCCCC1,-13.4,nt,nt,-19.1,-8.9,-0.5,nt,4.0,4.9,-2.2
Clc1cccc(-c2ccc(C=Nc3ccc(N4CCOCC4)cc3)o2)c1,-13.9,0.1,17.3,-0.5,4.6,3.9,-33.7,0.2,-5.3,-1.8
CC(=O)c1cccc(S(=O)(=O)NCC2CCCCC2)c1,-10.2,-0.5,-1.8,-6.5,16.5,2.8,19.5,2.6,-6.7,-0.3
CCOC(=O)C(NC(C)=O)(Nc1ccc(S(N)(=O)=O)cc1)C(F)(F)F (stereo not drawn),-8.4,-1.6,-0.9,-27.2,0.6,-1.8,-10.2,0.1,-1.6,-0.4
CCOC(=O)CON1C(=O)c2ccccc2C1=O,-3.4,43.5,nt,-18.8,1.7,-1.3,-23.8,5.5,6.0,-0.2
CCOc1ccccc1C(=O)Nc1cc(Cl)ccc1O,-14.4,-1.0,nt,6.6,-13.2,0.0,86.0*,6.2,-2.0,0.2
O=C(NCc1cccnc1)c1ccccc1NS(=O)(=O)c1ccc(Br)cc1,-9.2,-0.6,-2.3,-4.9,-3.7,-0.8,-6.0,1.3,-5.5,-0.4
Cc1ccc(-c2c(C(=O)N/N=C/c3ccc(C)o3)nnn2-c2nonc2N)cc1,12.6,-1.7,0.0,1.2,5.7,-2.9,18.1,3.0,2.7,1.3
Cc1cc(NC(=O)COc2ccccc2)ccc1Cl,13.4,-3.3,19.9,-30.7,27.8,-0.5,0.6,8.3,-7.4,2.8
Cc1ccc(C(C)NC(=O)c2ccc3c(c2)OCCO3)cc1C (stereo not drawn),-8.4,nt,0.2,-14.1,0.9,-2.5,-13.2,3.8,-1.9,0.2
Cn1c(=O)c(C(=O)NCc2ccc(F)cc2)c(O)c2ccccc21,-11.1,-1.1,1.6,3.1,-5.0,1.1,-22.4,-0.8,0.8,-0.4
O=C(O)CCC(=O)Nc1cccc2cccnc12,-5.6,-3.1,nt,10.5,-3.5,-1.3,-12.9,-3.8,-3.0,-3.2
O=C1CCN(Cc2ccccc2)CCN1[C@H](CO)Cc1ccccc1,-10.6,nt,14.4,1.2,4.6,2.4,-20.7,-0.4,3.1,0.8
CCOc1ccc(S(=O)(=O)N2CCN(c3ccccc3)CC2)c2cccnc12,-6.7,4.2,nt,-13.3,11.3,-0.2,21.6,3.2,-10.0,0.5
Nc1nc2ccccc2n1CCOc1ccc(F)cc1,2.8,-1.2,-0.1,-0.2,nt,0.1,-34.6,0.0,4.9,1.3

Following part
canonical_smiles,PvdQ inh,NSD2 HMT inh,Wnt bcat act,HTR5A inv ag,MITF act,V-ATPase pH,SR-BI DiI inh,HTR5A ag ctr,dFosB activator,CDK5 p35 inh
O=c1c2[nH]c3ccc(F)cc3c2ncn1CCC1=CCCCC1,-14.6,nt,21.4,10.0,76.9,-3.2,nt,-3.2,-0.6,0.2
FC(F)(F)c1ccccc1-n1c(-c2ccco2)n[nH]c1=S,-16.1,4.2,-2.0,8.0,2.6,-1.5,10.1,-2.2,-5.0,0.9
CCOc1ccc(NC(c2ccccc2)P(=O)(OC)OC)cc1 (stereo not drawn),-8.9,5.1,1.0,10.7,nt,0.5,-5.2,-2.9,1.8,0.2
Cc1ccc(C)c(NC(=O)CN(C)C(=O)c2ccc(-c3ccc(Cl)cc3)o2)c1,10.7,0.2,1.0,33.5,2.2,3.9,11.7,-12.9,-9.2,-0.1
CC(Sc1nnc(-c2ccco2)n1C)C(=O)Nc1ccc(N2CCOCC2)cc1 (stereo not drawn),-1.9,-2.2,12.7,-42.9,-0.4,1.4,-15.1,14.2,8.5,0.2
C=CCC[C@H](Cc1ccc(F)cc1)C(=O)OC[C@@H](NC(=O)[C@H](CC=C)CC(=O)NCCO)C(C)(C)C,-14.2,nt,-2.5,9.9,1.5,2.4,14.3,-3.0,-11.1,-1.0
Cn1c(NC(=O)COc2ccccc2)cc(=O)n(C)c1=O,-3.0,10.0,nt,-7.0,-13.2,-2.1,-5.4,3.6,-4.7,-0.1
NC(=O)C1CCN(c2cc(N3CCOCC3)ccc2[N+](=O)[O-])CC1,10.4,-1.3,-1.2,-6.6,2.3,-1.6,3.2,2.3,4.0,0.3
NS(=O)(=O)c1ccc(NC(=O)Cc2c(F)cccc2Cl)cc1,-7.5,2.1,-1.0,-8.6,-0.9,-0.3,-0.4,3.3,-0.6,-0.1
O=c1c2ccccc2sn1-c1ccccc1,15.6,6.6,0.0,-12.0,4.0,5.8,-33.2,5.8,-6.2,3.6
